High-throughput results deposited in PubChem BioAssay by Sanford-Burnham Center for Chemical Genomics.
SENP6 block: SENP6 protease inhibitors, primary screen, biochemical, luminescence, uHTS | Sentrin-specific protease 6 (Homo sapiens), Q9GZR1 | Recombinant SENP6 catalytic domain, aminoluciferin luminescence | inhibition, % at 10 µM | hit rate 1.8% among 330,000;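 active = inhibition above about 50% at the single tested dose, limit read from the data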;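 note: plate controls were DMSO wells with enzyme for no effect and DMSO wells lacking enzyme for full effect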
SENP8 block-1: SENP8 protease inhibitors, primary screen, biochemical, luminescence; purified SENP8, Z-RLRGG-aminoluciferin cleavage; inhibition, % at 10 µM; hit rate 1.2% among 330,000; AID 2540, 2010; in the data active = inhibition above about 50%
Target sequence (Q96LD8 whole entry, looked up): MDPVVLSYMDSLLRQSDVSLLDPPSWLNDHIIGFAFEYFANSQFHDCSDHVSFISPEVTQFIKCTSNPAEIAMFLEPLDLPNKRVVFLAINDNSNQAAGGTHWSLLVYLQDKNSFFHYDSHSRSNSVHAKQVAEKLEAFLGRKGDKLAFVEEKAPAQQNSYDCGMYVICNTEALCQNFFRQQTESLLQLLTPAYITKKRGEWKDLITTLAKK
Apaf-1 inh: inhibitors of human Apaf-1 apoptosome, primary screen, biochemical, DEVD-Rh110 fluorescence, uHTS | reconstituted apoptosome caspase-3 activity | Apoptotic protease-activating factor 1 (Homo sapiens), O14727 | hit rate 0.71% among 330,000 | inhibition, % at 20 µM; active = inhibition of at least 40% at 20 µM;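 note: plate controls were DMSO wells for no effect and DEVD-CHO caspase inhibitor wells for full effect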
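Material: biochemical Apaf-1 apoptosome reconstitution. Medium: Hepes buffer, pH 7.5. Also added: cytochrome c activation, bis-DEVD rhodamine 110 substrate. Timing: 30 min compound preincubation, 50 min activation, room temperature. Measured by: rhodamine 110 fluorescence at Ex 480/Em 540 nm.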
HKDC1 inhibitor: HKDC1 hexokinase inhibitors, primary screen, biochemical, fluorescence, uHTS. recombinant HKDC1, G6PDH/diaphorase resazurin coupled fluorescence. inhibition, % at 20 µM. hit rate 0.16% among 340,000. AID 493160, 2011;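 active = inhibition above about 35% when tested at 20 µM, limit read from the data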;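 note: plate controls were DMSO wells with enzyme for no effect and DMSO wells lacking enzyme for full effect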
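Test system: HK5 enzyme. Quantity: 5 µg/mL HK5 final. Reagent: glucose and ATP substrates. Schedule: 90 min reaction incubation at room temperature, dark. Technique: resazurin-to-resorufin fluorescence via G6PDH and diaphorase coupling, 525/613 nm. Control set: DMSO wells with and without enzyme mix.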
SENP8 block-2: human SENP8 protease inhibitors, primary screen, biochemical, fluorescence, Nedd8 protein substrate, uHTS; AID 602440, 2012; recombinant SENP8; hit rate 0.64% among 360,000; inhibition, % at 20 µM; Sentrin-specific protease 8 (Homo sapiens), Q96LD8; in the data active = inhibition mostly above about 40%, no sharp cut-off; inactive = mostly below about 27%
PfG6PD inh: PfG6PD enzyme inhibitors, primary screen, biochemical, fluorescence intensity, uHTS | glucose-6-phosphate dehydrogenase-6-phosphogluconolactonase (Plasmodium falciparum 3D7) | PfGluPho enzyme, NADPH resazurin-diaphorase fluorescence | inhibition, % at 20 µM | hit rate 0.78% among 350,000 | AID 504690, 2011;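 active = inhibition reaching at least a set limit at 20 µM in the primary screen, cut at about 59% in these data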;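 note: 0% = DMSO wells with substrate and 100% = DMSO wells lacking glucose-6-phosphate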
SENP7 inh: SENP7 protease inhibitors, primary screen, biochemical, luminescence, uHTS; recombinant SENP7, Z-RLRGG-aminoluciferin luminescence, 40 min; inhibition, % at 5 µM; hit rate 1.5% among 330,000;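 active = inhibition above about 50% at the single test dose, limit read from the data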;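 note: plate controls were DMSO with enzyme for no effect and no enzyme buffer wells for full effect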
Target sequence (Q9BQF6 706-1050 limits assumed): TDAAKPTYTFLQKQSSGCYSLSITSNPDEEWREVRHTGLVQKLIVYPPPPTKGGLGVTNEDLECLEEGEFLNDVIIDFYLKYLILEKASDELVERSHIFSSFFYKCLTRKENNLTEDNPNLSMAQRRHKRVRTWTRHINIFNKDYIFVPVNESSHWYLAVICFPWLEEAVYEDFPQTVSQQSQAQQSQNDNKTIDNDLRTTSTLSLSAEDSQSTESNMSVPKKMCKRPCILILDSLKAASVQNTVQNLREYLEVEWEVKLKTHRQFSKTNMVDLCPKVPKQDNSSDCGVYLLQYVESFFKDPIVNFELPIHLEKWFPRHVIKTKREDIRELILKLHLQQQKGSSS
SENP1 FRET inh: human SENP1 catalytic domain inhibitors, primary screen, biochemical, FRET, uHTS; AID 624204, 2012; recombinant SENP1 catalytic domain, CyPet-SUMO1-YPet FRET cleavage; hit rate 0.21% among 360,000; inhibition, % at 10 µM; Sentrin-specific protease 1 (Homo sapiens), Q9P0U3;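 active = inhibition at least 30% at 10 µM, raw YFP signal under a set limit, fluorescence ratio 0.5 to 1.5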;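 note: 0% = enzyme with DMSO and 100% = no enzyme wells; some results filed as inactive read as strong as hits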
Target sequence (Q9P0U3 419-644 limits assumed): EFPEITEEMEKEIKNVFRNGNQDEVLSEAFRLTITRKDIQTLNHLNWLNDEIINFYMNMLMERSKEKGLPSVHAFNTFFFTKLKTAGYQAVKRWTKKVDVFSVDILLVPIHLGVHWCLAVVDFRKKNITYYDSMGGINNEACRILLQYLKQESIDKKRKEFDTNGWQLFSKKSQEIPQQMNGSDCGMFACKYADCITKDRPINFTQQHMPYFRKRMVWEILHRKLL
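Test system: recombinant human SENP1 catalytic domain, His6-tagged / Medium: pH 8 Tris buffer with EDTA, NaCl, BME, BSA, NP40, catalase / Also added: SUMO1 FRET substrate flanked by Cypet and Ypet, 25 nM / Times: 50 min reaction at room temperature / Signal: FRET, CFP and YFP emission / Control set: no-enzyme low control and enzyme-plus-DMSO high control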
* marks the source's active call; other numbers are inactive results; / = no result given.

Second line of a record – SENP6 block | SENP8 block-1 | Apaf-1 inh | HKDC1 inhibitor | SENP8 block-2 | PfG6PD inh | SENP7 inh | SENP1 FRET inh
C[C@@]12CCC3[C@@](CCC4[C@@]3(C)CCC[C@@]4(C)C(=O)N3CCCCC3)(CC1=O)C2 (stereo partly specified)
  -16 | -6 | 8 | 25 | 20 | -2 | 2 | 1
CCOc1cc(-c2c(C)c(C)nc(N)c2C#N)ccc1O
  -15 | -7 | 3 | -2 | -54 | 10 | -1 | 0
COCCCN1Cc2cccc(C(=O)O)c2C1=O
  -4 | -5 | 0 | -6 | 2 | 0 | 3 | 1
CN(CCOc1ccc(Br)cc1)CC(=O)Nc1cccc(S(=O)(=O)NC2=NCCC2)c1
  6 | 1 | -13 | -3 | 3 | 13 | 3 | 1
CCOc1ccc(NC(=O)CSc2nc(C)c3c(c2C#N)CCCC3)cc1
  -4 | -5 | -1 | -3 | 22 | -14 | 5 | 1
CC(Nc1cc(N2CCOCC2)ccc1[N+](=O)[O-])c1ccccc1 (stereo unspecified)
  -6 | -4 | 14 | -8 | 20 | 16 | 2 | 1
Cc1cc(F)ccc1S(=O)(=O)Nc1ccc(C(=O)N(C)Cc2ccco2)cc1
  14 | -1 | 1 | -4 | 18 | -6 | 7 | 0
COc1ccc(/C=c2\sc3nc(-c4ccccc4)c(-c4ccccc4)n3c2=O)cc1OC
  7 | 9 | 10 | 1 | -118 | 35 | 3 | 2
CCS(=O)(=O)c1ccc2oc(Nc3ccccc3C)nc2c1
  81* | 69* | -4 | 4 | 9 | -15 | 79* | 1
Cc1cccc(OCCn2c(NC(=O)c3ccco3)nc3ccccc32)c1
  -17 | -12 | 38 | -2 | -115 | -2 | 2 | 0
CCS(=O)(=O)NCC(c1cccnc1)N1CCN(c2ccccc2)CC1 (stereo unspecified)
  -15 | -9 | 11 | 3 | 10 | 0 | -9 | -4
COc1cccc(N(CC(=O)N2CCOCC2)S(C)(=O)=O)c1
  0 | -6 | -3 | -7 | 6 | -1 | -9 | -1
CCCNC(=O)c1cc(-c2ccc3c(c2)OCO3)on1
  3 | 1 | 2 | 3 | -38 | -2 | 12 | 0
Cc1ccc(S(=O)(=O)N2CCC(C(=O)N3CCN(Cc4ccccc4)CC3)CC2)cc1
  -6 | 1 | 4 | -6 | -2 | 6 | -1 | 1
Cc1cc(C)c(NC(=O)CCc2c(C)noc2C)c(C)c1
  3 | 6 | -10 | 3 | 12 | -10 | 1 | 2

Remaining list, next part.
Second line of a record – SENP6 block | SENP8 block-1 | Apaf-1 inh | HKDC1 inhibitor | SENP8 block-2 | PfG6PD inh | SENP7 inh | SENP1 FRET inh
Cc1ccc(NC(=O)CCc2ccccc2)cc1S(=O)(=O)N1CCOCC1
  -1 | 5 | 8 | -3 | 22 | -13 | 6 | 0
CCN(CC)CC#CC(O)(c1ccccc1)c1ccccc1
  -5 | -3 | -8 | -1 | 4 | 5 | 5 | -15
C=CCNC(=O)c1c[nH]c2ccc(S(=O)(=O)N(C)c3ccc(OCC)cc3)cc2c1=O
  13 | 4 | 11 | 0 | -17 | -12 | 5 | 3
COc1ccc(Cc2nnc(-c3cccc(C)c3)o2)cc1OC
  -13 | 1 | 1 | -2 | 3 | -31 | 2 | 1
COC(=O)Cn1c(CCS(=O)(=O)c2ccc(C)c(C)c2)nc2ccccc21
  -12 | -5 | 2 | -9 | 14 | -13 | -6 | 0
Cc1cnc(C(=O)N2CCN(S(=O)(=O)c3cccc(Br)c3)CC2)cn1
  -6 | -8 | -1 | -7 | 7 | 1 | 5 | 1
COC(=O)c1[nH]nc(-c2ccccc2)c1-c1ccccc1
  -12 | -3 | -4 | 0 | 0 | -1 | -5 | 3
Cc1cc(C)cc(NCc2cc(=O)oc3cc(-c4ccccc4)c(O)cc23)c1
  -2 | 2 | 1 | -4 | 13 | 5 | 5 | 4
CCN(CC(=O)NCc1cccs1)C(=O)/C=C/c1ccc(OC)c(OC)c1
  -6 | -6 | 1 | 1 | -231 | -9 | 10 | 1
O=C(CCN1C(=O)/C(=C\c2ccccc2)SC1=S)NNC(=O)c1ccncc1
  6 | -2 | -2 | -6 | 28 | -9 | -10 | 0
CC(C)C(=O)Nc1csc(C(F)(F)F)c1-c1ccccc1
  -5 | -1 | 8 | -3 | 2 | -12 | -4 | 0
COc1ccc(S(=O)(=O)N2CCOC2CNC(=O)C(=O)NCc2ccccn2)cc1 (stereo unspecified)
  3 | 5 | -8 | -5 | 0 | 5 | -3 | -3
COC(=O)/C=C/c1ccccc1S(=O)(=O)N(Cc1ccccc1)Cc1ccco1
  -16 | -2 | 8 | 6 | 10 | 43 | 0 | -1
CCOc1ccc(Cn2cc(F)c(=O)[nH]c2=O)cc1
  -29 | -9 | 3 | -7 | 5 | -4 | 3 | 0
CC1=NN(c2ccc(Br)cc2)C(=O)/C1=C/c1ccc(-c2ccccc2C(=O)O)o1
  3 | 2 | 78* | 6 | 20 | -19 | 5 | -1

The results go on.
Second line of a record – SENP6 block | SENP8 block-1 | Apaf-1 inh | HKDC1 inhibitor | SENP8 block-2 | PfG6PD inh | SENP7 inh | SENP1 FRET inh
O=C(c1ccccc1)N1CCC(O)(c2ccc3c(c2)OCO3)CC1
  -10 | -2 | 8 | -2 | -9 | -10 | 12 | -2
Cc1ccc(NC(=O)NCCCl)cc1S(=O)(=O)N1CCOCC1
  -11 | -2 | -18 | -5 | 5 | 0 | -1 | 1
CCN1CCN(c2ccc(S(=O)(=O)N3CCOCC3)cc2NC(=O)c2cccc([N+](=O)[O-])c2)CC1
  12 | 13 | 1 | 13 | 30 | -5 | -12 | 0
C=CCN(CC=C)C(=S)NC(=O)c1ccc(-c2ccccc2)cc1
  -11 | -2 | 18 | -26 | 10 | -11 | 7 | -1
O=C(O)CSC1c2ccccc2C(=O)N1c1ccccc1 (stereo unspecified)
  -5 | -1 | 2 | 1 | 8 | -4 | 6 | 3
Cc1cccc(-n2c(SCC(=O)Nc3nnc(C)s3)nnc2-c2ccoc2C)c1
  -4 | 8 | 0 | -5 | 9 | -26 | 2 | -1
CCn1c(CNc2ccc(F)cc2)nnc1SCC(=O)OC1CCCCC1
  -21 | 7 | 5 | -9 | 6 | -6 | 7 | -1
O=C(CSc1nccc(=O)[nH]1)N1N=C2/C(=C/c3ccco3)CCCC2C1c1ccco1 (stereo unspecified)
  1 | 0 | 14 | 6 | -178 | -14 | -12 | -14
O=C(Nc1ccccc1C(=O)NCCCN1CCOCC1)c1ccc(F)cc1F
  -16 | -13 | -1 | -8 | 4 | -3 | 0 | 3
CN(C)c1ccc(CNC(=O)c2ccc(CNc3c(N4CCCCC4)c(=O)c3=O)cc2)cc1
  16 | -5 | 2 | 2 | -4 | -4 | -2 | -1
Cc1ccc(N2NC3(CCN(C(N)=O)CC3)NC2=O)cc1
  -11 | -16 | 2 | 10 | / | -12 | -7 | /
CCOC(=O)c1csc(NC(=O)CCSc2ccccc2)n1
  -3 | 2 | -4 | 3 | 4 | -14 | 9 | 1
O=C(C1CC(=O)N(c2ccc3c(c2)OCCO3)C1)N1CCCC(C(F)(F)F)C1 (stereo unspecified)
  -9 | -8 | -45 | 0 | 17 | -27 | -3 | 0
CCOC(=O)c1ccc(NC(=O)CCc2nc(-c3ccc(Cl)cc3)no2)cc1
  -5 | -6 | 10 | 2 | 26 | 12 | 4 | 1
CCn1c2ccccc2c2nn(C)c(=N)nc21
  4 | 6 | -2 | 1 | 6 | 2 | -3 | 1

Carrying on.
Second line of a record – SENP6 block | SENP8 block-1 | Apaf-1 inh | HKDC1 inhibitor | SENP8 block-2 | PfG6PD inh | SENP7 inh | SENP1 FRET inh
O=S(=O)(c1ccc(SCCOc2ccccc2)nc1)N1CCCC1
  9 | 6 | 2 | 8 | 13 | 10 | -2 | 2
COCCNc1nnc(SCC(=O)NC(=O)c2ccccc2OC)s1
  -4 | 0 | 1 | -5 | -7 | 5 | -12 | 0
O=c1cc(CN2CCN(c3ccccn3)CC2)nc2sccn12
  5 | -9 | -9 | -3 | -4 | -3 | -3 | -1
FC(F)(F)c1cccc(N2CCN(Cc3ccoc3)CC2)c1
  -10 | 5 | -10 | 4 | 11 | -8 | 6 | 3
CC1CN=C(N(C(=O)Nc2ccccc2)C(C)C)S1 (stereo unspecified)
  -6 | -5 | 2 | 5 | 5 | -19 | 6 | 1
C/C(=N\N=C(N)N)c1ccc(Cl)c(Cl)c1
  3 | -1 | 7 | 4 | 15 | 12 | 0 | 1
CC(C)(CNC(=O)c1cc(=O)[nH]c2ccccc12)N1CCOCC1
  -8 | -4 | 3 | 4 | -98 | -8 | 0 | -1
Cc1ccnc(N2CCC(C(=O)NNC(=O)COc3cccc4ccccc34)CC2)n1
  -5 | -1 | -4 | -7 | -96 | -8 | 1 | 3
C=C1CC(C)OC(c2ccccc2OCC(O)CN2CCCCC2)C1 (stereo unspecified)
  3 | -6 | -1 | -4 | 17 | 2 | 8 | -3
Cc1nc2ccc(S(=O)(=O)NCC(=O)O)cc2s1
  -11 | 2 | 10 | 0 | 7 | 50 | 6 | 2
Cc1ccc(NC(=O)c2ccccc2NS(=O)(=O)c2ccc(Cl)s2)cc1S(=O)(=O)N1CCOCC1
  -2 | -3 | 1 | -3 | -6 | -40 | -1 | 2
ON1C(c2ccc(Cl)cc2Cl)N(O)[C@H]2CCCC[C@H]21 (stereo partly specified)
  -3 | -2 | 7 | -9 | 12 | -22 | 1 | 1
O=C(Nc1ccc(O)cc1)c1cccc(Oc2ccc([N+](=O)[O-])cc2)c1
  1 | -13 | 6 | 14 | 7 | -6 | -4 | 3
CCOC(=O)C1=C(C)N=c2s/c(=C/c3ccc(OCC(=O)O)c(OC)c3)c(=O)n2C1c1ccc(Cl)cc1 (stereo unspecified)
  1 | -8 | 10 | 16 | -42 | -6 | -7 | -32
CSc1ccccc1NC(=O)c1ccco1
  3 | -5 | 4 | 1 | 6 | -6 | 6 | -2
O=C(CN1C(=O)NC2(CCCCCC2)C1=O)NCc1ccco1
  -10 | -4 | 4 | 0 | 32 | -2 | -6 | 1
